Compound activity (PubChem)
GRK2 aptamer HTS = compounds blocking aptamer binding on GRK2 – biochemical, human GRK2, bead flow cytometry, HTS, primary screen; Beta-adrenergic receptor kinase 1 (Homo sapiens), P25098; FAM-aptamer displacement from GRK2; inhibition of aptamer binding, % at 10 µM; hit rate 0.59% among 330,000;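 active means inhibition of aptamer binding above 40%, roughly 3 SD of noise, on plates passing a quality check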;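 further: median bead fluorescence of bound FAM aptamer so fluorescent compounds give negative values; no value below 0 was filed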
MCL1-BIM inh = inhibitors of MCL1 binding to BIM-BH3, primary screen, biochemical, fluorescence polarization | AID 2057, 2009 | inhibition, % at 10.9 µM | hit rate 0.68% among 320,000 | GST-MCL1 / FITC-Bim-BH3 fluorescence polarization;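 active means inhibition above the mean inhibition of all tested compounds plus 3 SD, set per campaign, cut at about 40% in these data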;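 further: 0% = DMSO wells and 100% = unlabeled Bim-BH3 peptide control; higher means more loss of mP so more displacement of Bim peptide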
Target sequence (Q07820 whole entry, looked up): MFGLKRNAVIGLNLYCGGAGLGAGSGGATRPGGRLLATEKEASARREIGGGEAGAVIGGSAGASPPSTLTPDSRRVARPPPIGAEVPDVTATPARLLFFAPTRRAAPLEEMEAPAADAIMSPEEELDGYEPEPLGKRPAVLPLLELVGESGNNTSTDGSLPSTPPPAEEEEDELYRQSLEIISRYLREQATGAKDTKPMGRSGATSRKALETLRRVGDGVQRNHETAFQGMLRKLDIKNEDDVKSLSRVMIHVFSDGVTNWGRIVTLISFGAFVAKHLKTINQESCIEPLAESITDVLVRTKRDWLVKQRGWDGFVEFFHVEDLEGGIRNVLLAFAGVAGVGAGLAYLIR
VLA-4 inh = inhibition in human VLA-4 binding assay, primary screen, VLA-4 allosteric modulator project, MLPCN library, flow cytometry, VLA-4 expressing cells | ligand binding flow cytometry | Integrin alpha-4 (Homo sapiens), P13612 | inhibition, % (about 7 µM as worked out from the volumes in the protocol) | AID 2557, 2010 | hit rate 0.2% among 330,000; in the data active means inhibition above about 50%
MEX-5 binding = MEX-5 zinc finger RNA-binding disruptors – biochemical, C. elegans, fluorescence polarization, MLPCN library, primary screen; MEX-5/FITC-TCR2 RNA binding; stronger effect = lower value; activity score (negative = inhibition of binding), % at 10 µM; hit rate 0.38% among 300,000;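 active means inhibition past about -25% in most replicates, and total fluorescence under double the plate's negative control median, limit read from the data; inconclusive means replicates evenly split on the limit, or fluorescence at least double controls; inactive means too little inhibition in most replicates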;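 further: 0% = DMSO and -100% = 5 µM competing unlabeled TCR2 RNA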
GLD-1 RNA inh = GLD-1/TGE RNA complex disruptors, primary screen, biochemical, fluorescence polarization; Female germline-specific tumor suppressor gld-1 (Caenorhabditis elegans), Q17339; purified GLD-1 + fluorescein TGE RNA; inhibition, % at 5.96 µM; hit rate 0.44% among 320,000;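 active means percent inhibition above a per-plate cutoff, the plate mean of test compounds plus 3 SD, cut at about 30% in these data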;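 further: 0% = DMSO wells with GLD-1 and probe and 100% = wells lacking GLD-1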
Target sequence (Q17339 whole entry, looked up): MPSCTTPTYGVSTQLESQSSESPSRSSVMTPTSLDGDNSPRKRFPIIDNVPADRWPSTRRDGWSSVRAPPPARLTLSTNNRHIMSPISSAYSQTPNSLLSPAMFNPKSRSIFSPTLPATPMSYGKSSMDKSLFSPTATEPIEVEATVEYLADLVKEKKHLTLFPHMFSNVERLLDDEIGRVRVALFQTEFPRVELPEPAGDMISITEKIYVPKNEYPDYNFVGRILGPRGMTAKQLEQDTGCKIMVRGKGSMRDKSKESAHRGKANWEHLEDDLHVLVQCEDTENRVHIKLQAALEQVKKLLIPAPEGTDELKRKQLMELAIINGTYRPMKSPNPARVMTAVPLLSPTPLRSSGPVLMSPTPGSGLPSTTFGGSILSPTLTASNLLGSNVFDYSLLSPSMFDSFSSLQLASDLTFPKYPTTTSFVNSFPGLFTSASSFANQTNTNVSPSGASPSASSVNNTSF
BCLXL inh = inhibitors of human Bcl-xL, primary screen, biochemical, fluorescence polarization, HTS; Bcl-2-like protein 1 (Homo sapiens), Q07817; hit rate 0.7% among 320,000; GST-Bcl-xL / FITC-Bim BH3 peptide fluorescence polarization; inhibition, % at 10.9 µM; AID 2129, 2009;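 active means inhibition above the mean of all tested compounds plus 3 SD, cutoff set per campaign, cut at about 30% in these data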;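 further: 0% = DMSO wells and 100% = unlabeled Bim-BH3 peptide competitor; inhibitors lower millipolarization by displacing the labeled peptide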
Target sequence (Q07817 whole entry, looked up): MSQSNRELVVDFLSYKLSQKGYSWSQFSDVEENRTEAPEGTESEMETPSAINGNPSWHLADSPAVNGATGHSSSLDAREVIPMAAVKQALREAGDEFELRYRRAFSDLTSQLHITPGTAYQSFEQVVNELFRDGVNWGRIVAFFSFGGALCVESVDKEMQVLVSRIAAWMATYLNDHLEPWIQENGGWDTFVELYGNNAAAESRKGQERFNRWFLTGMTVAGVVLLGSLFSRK
CIT2 TOR yeast = modulators of CIT2-GFP expression in yeast, primary screen, S. cerevisiae, GFP fusion, multiplex flow cytometry, MLPCN library; hit rate 0.065% among 320,000; S. cerevisiae CIT2-GFP strain, 3 h; 100 means same as DMSO wells; GFP response vs DMSO, % at 10 µM; AID 2029, 2009;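 active means GFP response relative to DMSO above a set limit, near the screen mean plus 3 SD, cut at about 150% in these data; inconclusive means Fewer than 70 cells measured for a yeast strain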;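 further: ratio of well median GFP fluorescence to mean of DMSO wells on the plate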
AGP1 TOR yeast = modulators of AGP1-GFP expression in yeast TOR pathway, primary screen, cell-based, multiplex flow cytometry, S. cerevisiae, MLPCN library; 3 h; GFP as percent of DMSO wells; GFP response vs DMSO, % at 10 µM; hit rate 0.02% among 320,000; AID 2066, 2009;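 active means GFP response relative to DMSO above a set limit, near screen average plus 3 SD, cut at about 150% in these data; inconclusive means fewer than 70 cells counted for the yeast strain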;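 further: median GFP channel fluorescence of the gated AGP1 strain per well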
CR mimetic SO = reduction of superoxide in aged yeast, primary screen, HTS; S. cerevisiae aged cells, superoxide DHE fluorescence; stronger effect = lower value; superoxide response (% of plate mean), % at 10 µM; hit rate 0.18% among 330,000; AID 2690, 2010;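 active means superoxide response under a set limit, about three screen SD below normal, cut at about 65% in these data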;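 further: yeast aged for seven days with compound at 30 °C before DHE staining; 100% = average MFI of all compound-treated wells on the plate with controls excluded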
* marks the source's active call; other numbers are inactive results; u = inconclusive; x = not tested or not shown; [ ] = another dose, or the depositor's remark. Hits appear at their usual frequency; any-hit rate near 2.1%.

SMILES | GRK2 aptamer HTS | MCL1-BIM inh | VLA-4 inh | MEX-5 binding | GLD-1 RNA inh | BCLXL inh | CIT2 TOR yeast | AGP1 TOR yeast | CR mimetic SO
CC(C)(C)OC(=O)N1CCC[C@H]1c1nnc(SCc2ccc(Cl)cc2)o1 | 0 | 2 | 17 | -0.7 | -2 | 4 | 102 | 97 | 92
CCCn1c(=N)c(C#N)cc2c(=O)n3ccccc3nc21 | 1 | 13 | 15 | 30 | 4 | 5 | u | 16[may fluoresce violet] | 116
O=C(NC1CCS(=O)(=O)C1)c1cc(-c2ccccc2)nc2ccccc12 (centres undefined) | 0 | 4 | 6 | 0.5 | -2 | 6 | 90 | 96 | 100
CC(C)(C)c1ccc(OCCON2C(=O)CCC2=O)c(Cl)c1 | 3 | 8 | -6 | 0.6 | -7 | 5 | 95 | 100 | 91
c1ccc2c(NC3=NCCCCS3)cccc2c1 | 0 | 6 | 0 | -2.1 | -4 | -1 | 107 | 105 | 96
COc1ccccc1/C=C/C(=O)Nc1cccc(S(=O)(=O)N2CCOCC2)c1 | 0 | 6 | -2 | x | -1 | 1 | 102 | 103 | 94
Cc1cccc(NC(=O)c2cc(NC(=O)CCCC(=O)O)ccc2Cl)n1 | 0 | -5 | 4 | 2.4 | 11 | -2 | 105 | 108 | 101
O=C(COC(=O)C1=COCCO1)Nc1c(F)cccc1F | 0 | 4 | 10 | 0.0 | 0 | 6 | 102 | 107 | 87
C=CCn1c(=O)c(C(=O)NCc2ccc3c(c2)OCO3)c(O)c2ccccc21 | 0 | 0 | 24 | -0.2 | -1 | -1 | 100 | 105 | 99
O=C(c1ccccc1)N1CCN(c2ccc([N+](=O)[O-])cc2-n2cccc2)CC1 | 5 | 5 | -4 | 1.3 | 6 | 3 | 84 | 100 | 101
COc1ccc(/C=C/C(=O)OCCCN(C)C)cc1 | 1 | 10 | 5 | -0.4 | 2 | 7 | 107 | 103 | 122
O=C(Nc1nccs1)c1cccc(NC(=O)C(F)(F)F)c1 | 0 | 5 | 3 | -1.2 | 0 | 5 | 104 | 103 | 102
O=C(Oc1cccc2c(OC(=O)N3CCOCC3)cccc12)N1CCOCC1 | 3 | 6 | -16 | -1.0 | 3 | 5 | 108 | 105 | 95
O=C(NCC1CCCCC1)c1cccc([N+](=O)[O-])c1 | 0 | -4 | 20 | -4.2 | -3 | 1 | 105 | 98 | 100
COc1cc2c(=O)n(Cc3ccccc3)c(=O)n(CC(=O)C(C)(C)C)c2cc1OC | 1 | -1 | -1 | 0.6 | -1 | 4 | 103 | 108 | 107
CC(=O)Nc1cccc(NC(=O)c2cc(-c3cccnc3)nc3ccc(Cl)cc23)c1 | 1 | -6 | 23 | -0.3 | -5 | -4 | 91 | 94 | 134
Cc1cccc(NC(=O)CN2CCN(CC(=O)Nc3ccc(-c4ccccc4)cc3)CC2)c1C | 2 | -9 | 4 | -2.0 | -2 | -1 | 97 | 101 | 110
COc1ccc(NC(=O)c2ccc(-c3ccccc3)cc2)cc1NS(=O)(=O)c1ccc(F)cc1 | 1 | 2 | 1 | -1.9 | 8 | 7 | 96 | 90 | 102
COc1ccc(S(=O)(=O)Nc2cc3[nH]c(=O)oc3cc2C)cc1 | 0 | 9 | 9 | 1.3 | -2 | 7 | 101 | 97 | 95
C=C(C)c1ccccc1NC(=O)CCN1C(=O)c2ccccc2S1(=O)=O | 0 | 3 | 3 | 5.7 | 8 | 5 | 105 | 105 | 94
CCOC(=O)CN1C(=O)N[C@@H](c2ccccc2)C(C(=O)OC)=C1C | 6 | 3 | -3 | x | 6 | 1 | 103 | 105 | 92
CCOC(=O)c1ccc(NC(=S)Nc2cc(C)cc(C)n2)cc1 | 1 | 6 | 5 | 0.4 | 4 | 1 | 94 | 95 | 108
Cc1cc(C(=O)Nc2ccc(OCc3ccccc3)cc2)c(C)o1 | 1 | 4 | 9 | 1.0 | -1 | 4 | 103 | 98 | 105
O=C(COC(=O)CCC(=O)c1ccccc1)NNC(=O)c1ccc(Cl)cc1 | 5 | 7 | -1 | 0.4 | -2 | 7 | 85 | 106 | 104
Clc1ccc(C2Nc3ccccc3-n3cccc32)cc1 (centres undefined) | 2 | 0 | -14 | -4.8 | 2 | 0 | 103 | 100 | 103
O=C(O)CN1C(=O)/C(=C/c2ccccc2Cl)Oc2ccccc21 | 5 | 3 | -12 | 1.4 | 0 | 4 | 102 | 95 | 118
CN(C(=O)Cn1cnc([N+](=O)[O-])n1)C1CCCCC1 | 1 | -2 | -1 | 1.1 | -1 | 0 | u | u | 154
COc1ccc(NC(=S)NCCCN2CCCC2)cc1 | 4 | 13 | -11 | 0.1 | 4 | 4 | 103[may fluoresce red] | u | 121
Cc1[nH]n(C(C)(C)C)c(=O)c1Sc1ccc(Cl)cc1 | 1 | 12 | 1 | 0.4 | -3 | 9 | 117 | 114 | 101
COCCN(C(=O)COC(=O)/C=C/c1ccc2c(c1)OCO2)c1c(N)n(Cc2ccccc2)c(=O)[nH]c1=O | 0 | -2 | 1 | 0.5 | 3 | 0 | 100 | 113 | 86
CS(=O)(=O)c1ccc(NCCc2ccccn2)c([N+](=O)[O-])c1 | 60* | 2 | 5 | 0.1 | 1 | 5 | 93 | 97 | 94
Cc1[nH]c2ccccc2c1C(=O)CN1C(=O)NC(C)(c2ccc(Cl)cc2Cl)C1=O (centres undefined) | 5 | -9 | 9 | 4.0 | 0 | 1 | 101 | 102 | 114
COc1ccc(C)cc1NC(C)C(=O)NC(=O)NC1CCCCC1 (centres undefined) | 6 | -2 | 2 | x | -2 | -2 | 115 | 109 | 115
CCOc1ccc(OCC)c(NC(=O)C2CCN(S(=O)(=O)c3c(C)noc3C)CC2)c1 | 0 | -5 | -1 | 0.9 | 6 | -2 | 117 | 98 | 93
CC(=O)Nc1c(C)ccc(CNC(=O)COc2cc(C)ccc2C)c1C | 2 | -3 | 1 | -0.2 | -6 | -1 | 119 | 116 | 101
Cc1ccc2c(c1)CCCN2S(=O)(=O)c1cccc(C(=O)Nc2ccccc2C(=O)O)c1 | 6 | 2 | 0 | -1.0 | 7 | 10 | 91 | 93 | 100
CCc1c(C)c2c(C)nn(-c3ccccc3)c2[nH]c1=O | 0 | 5 | -1 | 0.3 | 6 | 7 | 98 | 95 | 100
COc1ccc(C)cc1NS(=O)(=O)c1ccc(NC(=O)CN(c2cc([N+](=O)[O-])ccc2C)S(C)(=O)=O)cc1 | 0 | 6 | 6 | 1.3 | 4 | 5 | 108 | 110 | 89
CC1=C/C(=C\C=C(C#N)C#N)N(C)c2ccccc21 | 1 | 21 | -76 | 3.5 | -182 | 35* | 126 | 110 | 98
Cc1cc2cc3c(cc2nc1SCC(=O)O)OCCO3 | 1 | 4 | 16 | -0.5 | 2 | 4 | 99 | 98 | 128
COc1ccc(NS(=O)(=O)c2ccc(NC(=S)NC(=O)c3ccc(Br)cc3)cc2)nn1 | 3 | 15 | 9 | 1.4 | 5 | 12 | 97 | 102 | 103
CCOC(=O)C1CN(c2cc3c(cc2F)c(=O)c(C(=O)O)cn3CC)OC1C(=O)OCC (centres undefined) | 2 | 0 | 13 | -2.9 | -3 | 4 | 103 | 99 | 94
CC(=O)NS(=O)(=O)c1ccc(NC(=S)Nc2ccccc2)cc1 | 8 | 13 | 10 | 0.0 | 3 | 6 | 90 | 90 | 99
Cc1cnc(NC(=O)CSc2ncc(-c3ccccc3)n2Cc2ccco2)s1 | 1 | 1 | -16 | 1.4 | -4 | -2 | 102 | 102 | 91
CCOC(=O)C1CCCN(C2CC(=O)N(c3ccc(NC(C)=O)cc3)C2=O)C1 (centres undefined) | 0 | -2 | -3 | -1.4 | 9 | 1 | 106 | 105 | 104
CCNC(=O)COC(=O)CCNC(=O)c1ccc(Cl)cc1 | 3 | -6 | 0 | -1.8 | 4 | 4 | 89 | 100 | 98
CC1CCC(NC(=O)c2cnccn2)CC1 (centres undefined) | 1 | 8 | 6 | -1.6 | 3 | 5 | 110 | 106 | 115
CC1CC(=O)N(CC(=O)NCc2ccc(F)cc2)c2ccccc2S1(=O)=O (centres undefined) | 0 | 0 | 1 | 0.2 | 5 | 3 | 103 | 103 | 120
O=C(NCc1ccccn1)c1ccc(Cn2c(=S)[nH]c3ccccc3c2=O)cc1 | 0 | -9 | 20 | -2.0 | 3 | -3 | 103 | 99 | 84
O=S(=O)(NCCSCc1ccc(Cl)c(Cl)c1)c1ccc2c(c1)OCCO2 | 0 | 8 | 9 | 0.4 | 4 | 5 | 95 | 90 | 103
O=C(O)/C(=C\c1ccc(Cl)c([N+](=O)[O-])c1)c1ccc(S(=O)(=O)N2CCCCC2)s1 | 2 | 15 | -6 | -2.6 | 2 | 15 | 94 | 94 | 101
CCOc1ncccc1C(=O)OCC(=O)Nc1nnc(-c2ccccc2)o1 | 4 | -5 | 0 | 0.7 | 10 | 0 | 90 | 108 | 112
Cc1cc(C)c(NC(=O)CCn2nnc3ccccc32)c(C)c1 | 0 | 2 | 14 | 1.8 | 6 | 5 | 102 | 101 | 90
CCCn1nc(NC(=O)c2ccncc2)c2cc3ccccc3nc21 | 1 | 4 | 1 | -1.0 | 2 | 9 | 103 | 94 | 102
CCOC(=O)[C@@H]1[C@H]2COc3ccccc3[C@H]2N2C(=O)N(c3cccc(Cl)c3)C(=O)[C@@]12C | 10 | -1 | 18 | -6.0 | 0 | -2 | 88 | 86 | 104
CC(OC(=O)CNC(=O)c1ccccc1F)C(=O)Nc1nc(-c2ccccc2)cs1 (centres undefined) | 2 | 10 | 13 | -0.6 | 4 | 6 | x | x | 80
COc1cc([N+](=O)[O-])cc2cc(C(=O)N3CCCC3)c(=O)oc12 | 0 | 8 | 7 | -2.3 | 6 | 1 | 119 | 100 | 86
Cc1c(NC(=O)c2ccc3c(c2)OCO3)c(=O)n(-c2ccccc2)n1C | 0 | 3 | 21 | -0.3 | 3 | 0 | 99 | 99 | 89
CC(C)c1ccc(-c2noc(C3CCCN(S(C)(=O)=O)C3)n2)cc1 (centres undefined) | 4 | 0 | 2 | -3.8 | 5 | 3 | 96 | 103 | 113
COc1cc(/C=C2/C(=O)NN(c3cccc(C)c3)C2=O)cc([N+](=O)[O-])c1O | 4 | 12 | 4 | -27* | 0 | 28 | 102 | 96 | 96
CCN(CC)Cc1cc(C(C)=O)ccc1OCC(C)C | 0 | -2 | -4 | -1.8 | 1 | 0 | 103 | 103 | 108
CCn1nnc(NC(=O)C(C)Oc2ccc(Cl)cc2Cl)n1 (centres undefined) | 0 | 4 | 6 | 0.8 | 1 | 8 | 105 | 106 | 96
